Screens (PubChem)
Epigenetic derep – regulators of epigenetic silencing causing reporter derepression in mouse cells; murine LDR cells, GFP reporter derepression, 30 h; 280,000 tested, 0.2% active; Potency, µM (doses to about 53.9 µM), inactives show top-dose GFP activation, most hits filed as activators; also: potency is read from the fitted curve at half-maximal effect; % of control where 0% means no effect; nearly all actives have a fitted effect of over 60% in size
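In this reporter-derepression format, murine cells bearing a silenced integrated CMV-GFP locus incubate with test compound (30 h, 37 C), then are washed and imaged; fluorescent objects of 20–120 um count as induced cells.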
L3MBTL1 inh – blocks human L3MBTL1 | 230,000 tested, 0.66% active | AID 485360 | Q9Y468 | Potency, µM (series often up to 57.1 µM), for inactives: at the top dose activity, negative = inhibition, usual class: inhibitors | AlphaScreen L3MBTL1–H3K9me1 peptide binding; also: potency is read from the fitted curve at half-maximal effect; % is scaled to controls: 0 for no effect and ±100 for the full control effect; nearly all actives have a fitted effect of over 60% in size
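AlphaScreen proximity signal between nickel-chelate acceptor and streptavidin donor beads (final 10 ug/mL) reports binding of 50 nM L3MBTL1 to 75 nM biotin-H3 K9me1 peptide; complex incubated with compounds 30 min at room temperature; cefsulodin titration as control.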
NPSR antag – antagonists of human neuropeptide S receptor cAMP signaling. Q6W5P4. CHO-NPSR cells, cAMP TR-FRET, antagonist mode. Potency, µM (highest dose often 38.3 µM), for inactives: top-dose activity change, negative = inhibition, actives largely listed as inhibitors. 220,000 tested, 1% active. AID 1461; also: potency is read from the fitted curve at half-maximal effect; % is scaled to controls: 0 for no effect and ±100 for the full control effect; nearly all actives have a fitted effect of over 50% in size; many of its hits are not listed in these tables
Target sequence (Q6W5P4 whole entry, looked up): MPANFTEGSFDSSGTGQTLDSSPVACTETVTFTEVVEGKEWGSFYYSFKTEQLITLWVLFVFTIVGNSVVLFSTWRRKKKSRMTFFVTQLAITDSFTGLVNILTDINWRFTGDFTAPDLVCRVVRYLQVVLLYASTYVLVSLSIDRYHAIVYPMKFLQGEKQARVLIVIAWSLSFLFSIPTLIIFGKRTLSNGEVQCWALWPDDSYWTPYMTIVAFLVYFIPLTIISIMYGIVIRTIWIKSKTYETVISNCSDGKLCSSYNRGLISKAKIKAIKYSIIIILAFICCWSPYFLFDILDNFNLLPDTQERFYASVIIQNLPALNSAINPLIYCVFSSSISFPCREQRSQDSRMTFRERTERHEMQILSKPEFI
CBFb-RUNX1 inh – blocks binding between human CBF-beta and RUNX1; Q01196+Q13951; AlphaScreen CBFb-His/RUNX1-biotin binding, biochemical; Potency, µM (highest dose often 59.8 µM), inactives show top-dose activity, negative = inhibition, usual class: inhibitors; 230,000 tested, under 10 active; AID 1477; also: % of control where 0% means no effect
Target sequence (Q01196 whole entry, looked up): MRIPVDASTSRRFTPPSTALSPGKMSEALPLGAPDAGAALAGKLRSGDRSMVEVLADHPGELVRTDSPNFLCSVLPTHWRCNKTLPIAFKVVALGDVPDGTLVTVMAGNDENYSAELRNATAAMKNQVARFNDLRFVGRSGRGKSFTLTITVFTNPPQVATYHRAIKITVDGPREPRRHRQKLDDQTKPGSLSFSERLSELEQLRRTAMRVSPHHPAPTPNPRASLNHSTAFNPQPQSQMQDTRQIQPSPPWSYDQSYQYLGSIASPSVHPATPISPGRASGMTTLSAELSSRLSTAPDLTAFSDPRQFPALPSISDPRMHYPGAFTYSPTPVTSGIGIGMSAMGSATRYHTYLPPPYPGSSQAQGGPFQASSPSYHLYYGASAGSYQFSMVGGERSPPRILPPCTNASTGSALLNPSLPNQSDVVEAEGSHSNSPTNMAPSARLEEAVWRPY
Target sequence (Q13951 whole entry, looked up): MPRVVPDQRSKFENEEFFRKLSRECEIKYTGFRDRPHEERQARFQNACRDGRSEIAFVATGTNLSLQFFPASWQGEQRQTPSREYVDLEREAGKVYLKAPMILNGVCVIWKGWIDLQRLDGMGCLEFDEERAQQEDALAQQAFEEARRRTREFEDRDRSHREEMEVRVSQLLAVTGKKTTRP
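Room-temperature protein-protein interaction test with 30 nM each of His-tagged CBF-beta and biotinylated RUNX1, 15 min with compound, then 90 min with nickel plus streptavidin beads. Signal read in AlphaScreen mode.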
IMPase Li cell – cell-permeable IMPase inhibitors with lithium potentiation | AID 1457 | 210,000 tested, 0.35% active | CHO-M1 cells, IP1 TR-FRET (IP-One), carbachol + lithium | Potency, µM (series often up to 59.4 µM), for inactives: at the highest dose activity, negative = IMPase inhibition, usual class: inhibitors;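 also: IP1 builds up when IMPase is blocked and the TR-FRET signal falls; potency is read from the fitted curve at half-maximal effect; plate controls were basal vehicle for no effect and high inhibitor control for full effect; nearly all actives have a fitted effect of over 50% in size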
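Readout is a homogeneous TR-FRET IP1 immunoassay (Ex 320, Em 665 and 620), where raised cytosolic IP1 lowers signal. Cells were CHO-M1 treated 30 min at 37C with test compounds plus a little lithium; AC50 values came from Hill-equation fitting.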
KinaseGlo FLuc – blocks Kinase-Glo luciferase, a counter-screen artifact; Kinase-Glo luciferase, ATP luminescence, 8 min; AID 1379; 200,000 tested, 0.28% active; Potency, µM (doses to about 38.3 µM), for inactives: at the highest dose activity change, negative = inhibition, usual class: inhibitors; also: potency is read from the fitted curve at half-maximal effect; % is scaled to controls: 0 for no effect and ±100 for the full control effect; nearly all actives have a fitted effect of over 60% in size
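Light output from Kinase-Glo luciferase with luciferin and 10 uM ATP in 50 mM imidazole pH 7.2, KCl, MgCl2, Tween 20, BSA; compound pin-delivered, 8-min ambient incubation, then luminescence read.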
HTT aggregate – inhibitors of mutant huntingtin aggregate formation in PC12 cells; PC12 HttQ103-GFP aggregates, Acumen cytometry, 40 h; Potency, µM (doses to about 46.1 µM), for the others: top-dose activity change, negative = inhibition, most hits filed as inhibitors; 220,000 tested, 1.1% active; AID 1688; also: potency is read from the fitted curve at half-maximal effect; % is scaled to controls: 0 for no effect and ±100 for the full control effect; nearly all actives have a fitted effect of over 60% in size
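Aggregate formation scored by laser-scanning cytometer (488 excitation, 500–530 emission) in lysed PC12 cells expressing Q103-GFP after 100 nM tebufenozide induction; library tested in dose series, with ATPLite reagent added in the multiplex.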
* = called active by the depositor; ? = inconclusive; / = no result given; & = joins results of further samples; [ ] = dose if it differs, or a comment. Calls follow the shape of the dose curve; as a rule, active = well fitted curve in the direction sought with a large enough effect; inconclusive = small, poorly fitted or top-dose-only effect, or another doubt; inactive = no such curve, though single readings can be large; an effect the other way counts as inactive or inconclusive.

SMILES | Epigenetic derep | L3MBTL1 inh | NPSR antag | CBFb-RUNX1 inh | IMPase Li cell | KinaseGlo FLuc | HTT aggregate
Cc1ccc(-c2ccc(/C=N/NC(=O)CN3CCOCC3)o2)cc1[N+](=O)[O-] | -0.1% | ? | -14.4% | 9.0% | 40.4%[activator] | 1.1% | -21.8%
CCCn1nnc(NC(=O)c2ccccc2Br)n1 | 0.0% | 5.4% | ? | -0.1% | 4.2%[38.3 µM] | -0.5% | -8.8%
COc1ccc(C2/C=C\CN(C(=O)c3ccccc3)CC(=O)N2Cc2ccc(F)cc2)cc1 (stereo unspecified) | 1.6% | -2.9% | -9.1% | 8.7%&6.9% | / | / | -0.6%[9.22 µM]
O=c1oc2c(CN3CCCCC3)c(O)ccc2cc1-c1nc2ccccc2[nH]1 | 3.0% | / | -18.0%[46.1 µM] | 8.3% | 11.4%[38.3 µM] | -6.3% | -20.5%
Cc1c(C(=O)O)cccc1N1C(=O)Nc2ccccc2N1O | 5.7% | 1.8% | 13.7% | 4.9% | -0.3% | 0.9% | 10.5%
Cc1cccc(NC(=O)Cn2c(=O)n(CCC(=O)NC3CCCC3)c(=O)c3ccccc32)c1 | 3.1% | / | 1.8%[46.1 µM] | 2.7% | 19.8%[38.3 µM] | -3.1% | -5.6%
OCCC1CN(Cc2cccc3nccnc23)CCN1C1CCCC1 (stereo unspecified) | -2.3% | 3.8% | -13.4% | 7.4% | -4.6% | / | 8.6%[9.22 µM]
CCOC(=O)/C(C#N)=C/c1cn(CCOc2ccccc2)c2ccccc12 | 0.0% | 5.7% | -10.0%[46.1 µM] | 20.4% | -2.1% | 1.3% | -3.7%
O=C(COC(=O)Cc1ccc(-c2ccccc2)cc1)NCc1ccc(F)cc1 | 6.9% | 5.3% | -4.7% | -1.4% | 3.5% | 0.3% | -7.4%
CCS(=O)(=O)c1ccc(O)c(NC(=O)c2cc(OC)c(OC)c(OC)c2)c1 | 1.3% | -0.5% | -6.9%[46.1 µM] | -4.4% | -2.1%[38.3 µM] | -1.0% | 7.7%
COC(=O)c1c(C)[nH]c(C(C)=O)c1C | 0.2% | -3.1% | ? | 7.2% | -0.8%[38.3 µM] | -8.1% | 2.8%
O=C(N/N=C/c1c[nH]c2ccc(Br)cc12)c1ccc2c(c1)OCO2 | 1.4% | / | -19.7% | 11.8% | 5.5% | -3.3% | -19.4%
Cc1nnc(NC(=O)CSc2nnc(Cc3ccccc3)n2-c2ccccc2)s1 | -0.7% | / | -18.3%[46.1 µM] | 3.1% | -4.1%[38.3 µM] | -0.5% | -17.4%
CCOC(=O)CCc1c(C)n(CC)c2cc(-c3ccccc3OC)nn2c1=O | 1.8% | / | -11.6%[46.1 µM] | -2.5% | 21.1%[38.3 µM] | 7.7% | 17.9%[9.22 µM]
OCCC1CN(Cc2cccn2-c2ccccn2)CCN1C1CCCCC1 (stereo unspecified) | -0.1% | -2.3% | -17.0% | 1.3% | 5.5% | / | -6.6%[9.22 µM]
N/C(Cn1cncn1)=N\NC(=O)C(=O)Nc1ccccc1 | 2.8% | 2.6% | 2.9% | -1.3% | -2.0% | 0.7% | -7.7%[9.22 µM]
CN(C)/C=N/C(=S)Nc1ccc(Br)cc1F | 2.3% | / | -5.5%[46.1 µM] | -4.2% | 43.8%[activator][38.3 µM] | -11.8% | 12.9%
O=C(O)c1ccc(CSc2nnc(Cc3ccccc3)o2)cc1 | 1.3% | / | -7.8%[46.1 µM] | -2.3% | 30.3%[activator][38.3 µM] | 21.6% | 2.7%
CCCN1CCN(C(=O)Cn2c(=O)oc3cc(S(=O)(=O)NCc4ccccc4)ccc32)CC1 | -1.0% | 15.0% | 12.4% | 1.0% | 3.4% | 2.4% | 6.1%
CCOC(=O)C1CCN(c2ncnc3c2oc2ccc(Br)cc23)CC1 | -1.1% | / | -25.1%[46.1 µM] | 3.8% | 38.8%[activator][38.3 µM] | 0.4% | 11.4%
Cc1sc(NC(=O)CN(Cc2ccccc2)C(=O)C2CC2)c(C(N)=O)c1C | 0.0% | 6.2% | -1.9% | -3.8% | -0.3% | 1.4% | -3.5%[9.22 µM]
Cc1cc(C(=O)COC(=O)Cc2n[nH]c(=O)c3ccccc23)c(C)n1-c1ccc2c(c1)OCO2 | -0.1% | -25.1% | -7.8% | -24.5% | 9.0% | 2.8% | 4.2%
O=C(Nc1nc(-c2ccccc2)cs1)C1CCCN(S(=O)(=O)c2ccccc2)C1 (stereo unspecified) | 3.8% | -3.0% | ? | -21.0% | -1.7%[38.3 µM] | 3.1% | ?
CC(=O)Nc1cccc(NC(=O)C2CCCN2C(=O)Nc2cccc(F)c2)c1 (stereo unspecified) | 1.9% | 3.4% | 8.9%[46.1 µM] | 5.5% | / | / | 11.0%
CSC1=N/C(=C\c2c(F)cccc2Cl)C(=O)S1 | -1.3% | -0.6% | -45.1% | -2.4% | -7.3% | -3.3% | -7.9%
CCOC(=O)C1(Cc2cccc(OC)c2)CCN(Cc2cnc(N)nc2)CC1 | -0.2% | 8.9% | 0.2% | 5.7% | -0.3% | / | -14.9%[9.22 µM]
COc1cccc(C(=O)N(Cc2cc3cc(C)ccc3[nH]c2=O)CC2CCCO2)c1 (stereo unspecified) | -0.3% | -13.8% | -31.1%[46.1 µM] | -0.1% | 14.8%[38.3 µM] | -1.8% | 4.9%
Clc1ccc(-c2noc(CCCOc3ccccc3)n2)cc1 | 0.8% | 63.9%[activator] | -0.4%[46.1 µM] | ? | 12.9%[38.3 µM] | 1.1% | -12.3%
Cc1c(N=Cc2ccc(O)c(Br)c2)cccc1[N+](=O)[O-] | -2.6% | -6.1% | 4.7% | -22.8% | -14.0% | 15.9% | -11.8%
Clc1ccc(Cc2noc(CN3CCN(c4ccccc4)CC3)n2)c(Cl)c1 | 0.4% | -0.9% | -8.1%[46.1 µM] | 10.7% | 13.1%[38.3 µM] | -2.0% | -26.9%
CCCc1cc(C(=O)NCc2cccs2)no1 | 1.7% | 4.2% | -1.2%[46.1 µM] | -0.6% | 14.0%[38.3 µM] | -3.3% | -2.9%
COc1ccccc1OCCc1nnc(N)s1 | -1.1% | / | -4.7%[46.1 µM] | -0.2% | 17.2%[38.3 µM] | -3.0% | -2.5%
CCN1C(=O)c2ccccc2S(=O)c2ccc(C(=O)N3CCN(C(=O)c4ccco4)CC3)cc21 (stereo unspecified) | 0.0% | 6.3% | 19.4% | 11.0% | 18.0% | 2.6% | 27.1%
CC(C)(C)n1nnnc1C(c1cccs1)N(Cc1cccnc1)Cc1ccco1 (stereo unspecified) | 0.0% | -8.4% | ? | 8.7% | 22.2% | -4.3% | -2.9%
O=C(NCC(=O)N(c1ccccc1)C(C(=O)NC1CCCCC1)c1cccnc1)c1cccs1 (stereo unspecified) | 0.0% | -5.3% | -24.1% | -3.7% | -0.1% | 0.4% | /
O=[N+]([O-])c1ccc(C(=S)N2CCN(Cc3ccccc3)CC2)cc1 | 1.3% | -8.2% | -10.8%[46.1 µM] | -8.8% | 41.0%[activator][38.3 µM] | 3.8% | -5.9%
CC(C)c1ccc(N(CC(=O)NCc2ccc(F)cc2)C(=O)c2csnn2)cc1 | -1.8% | -14.4% | -15.2% | -2.5% | 9.5% | 5.4% | -1.3%[9.22 µM]
COC(=O)c1cc([N+](=O)[O-])c(-n2cncn2)c([N+](=O)[O-])c1 | 1.1% | 12.9% | -2.2% | 0.7% | 12.2% | -2.4% | 23.5%[9.22 µM]
O=C(NCc1ccco1)c1cc2n(n1)C(C(F)(F)F)CC(c1ccc(F)cc1)N2 (stereo unspecified) | 2.7% | 3.8% | -2.0%[46.1 µM] | 9.5% | 2.2% | 1.7% | -21.5%
Cc1ccc(C(=O)Nc2cccc(C(=O)O)c2)cc1S(=O)(=O)N1CCCCC1 | -0.6% | 34.9%[activator] | -25.9%[46.1 µM] | -13.0% | -2.3%[38.3 µM] | -12.3% | ?

As entered above:
Under Epigenetic derep, `CCCc1cc(C(=O)NCc2cccs2)no1` shows 1.7%
Under IMPase Li cell, `COC(=O)c1c(C)[nH]c(C(C)=O)c1C` shows -0.8%[38.3 µM]

(list continues)
SMILES | Epigenetic derep | L3MBTL1 inh | NPSR antag | CBFb-RUNX1 inh | IMPase Li cell | KinaseGlo FLuc | HTT aggregate
Cc1ccc(NC(=O)Cn2cc(C(F)(F)F)cc(Cl)c2=O)cc1Cl | 1.1% | 1.2%[11.4 µM] | -28.9% | -0.1% | ? | 0.4% | 4.8%
CC(=O)Nc1cccc(S(C)(=O)=O)c1 | 0.0% | 1.4% | 7.3% | -4.5% | -3.2% | -8.2% | -9.6%
Cc1ncc([N+](=O)[O-])n1CC(=O)NC1CCCCCC1 | 0.0% | 0.4% | -1.1% | 4.8% | 8.1% | -1.5% | /
CCOc1ccc(C2c3[nH]c4ccccc4c3CCN2Cc2cccn2-c2ncccn2)cc1 (stereo unspecified) | 0.1% | / | -58.5% | ? | / | / | -10.5%[9.22 µM]
CCOC(=O)NC(=O)COC(=O)CNC(=O)c1ccc(OCC)c(OCC)c1 | 2.9% | / | 15.4% | 3.9% | -7.1% | -1.3% | -6.2%

Entries from the list above that contain an NH in an aromatic ring (6):
SMILES | Epigenetic derep | L3MBTL1 inh | NPSR antag | CBFb-RUNX1 inh | IMPase Li cell | KinaseGlo FLuc | HTT aggregate
O=c1oc2c(CN3CCCCC3)c(O)ccc2cc1-c1nc2ccccc2[nH]1 | 3.0% | / | -18.0%[46.1 µM] | 8.3% | 11.4%[38.3 µM] | -6.3% | -20.5%
COC(=O)c1c(C)[nH]c(C(C)=O)c1C | 0.2% | -3.1% | ? | 7.2% | -0.8%[38.3 µM] | -8.1% | 2.8%
O=C(N/N=C/c1c[nH]c2ccc(Br)cc12)c1ccc2c(c1)OCO2 | 1.4% | / | -19.7% | 11.8% | 5.5% | -3.3% | -19.4%
Cc1cc(C(=O)COC(=O)Cc2n[nH]c(=O)c3ccccc23)c(C)n1-c1ccc2c(c1)OCO2 | -0.1% | -25.1% | -7.8% | -24.5% | 9.0% | 2.8% | 4.2%
COc1cccc(C(=O)N(Cc2cc3cc(C)ccc3[nH]c2=O)CC2CCCO2)c1 (stereo unspecified) | -0.3% | -13.8% | -31.1%[46.1 µM] | -0.1% | 14.8%[38.3 µM] | -1.8% | 4.9%
CCOc1ccc(C2c3[nH]c4ccccc4c3CCN2Cc2cccn2-c2ncccn2)cc1 (stereo unspecified) | 0.1% | / | -58.5% | ? | / | / | -10.5%[9.22 µM]

This is a subset; the hit share may differ from the screen's.
